MLLE-PAM2 inh – blocks PAM2 peptide binding to the PABP1 MLLE domain. AID 588489. inhibition, % at 20 µM. GST-MLLE / FITC-PAM2 fluorescence polarization. P11940. 0.36% of 360,000 active; in the data active = inhibition above about 35%, passing the limit was not always enough;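 also: plate controls were DMSO wells with GST-MLLE for no effect and wells lacking GST-MLLE protein for full effect; some results filed as inactive read as strong as hits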
LMPTP block – LMPTP (human) inhibition; 0.22% of 360,000 active; inhibition, % at 20 µM; recombinant LMPTP-A, OMFP fluorogenic substrate, fluorescence intensity;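 active = compounds that cut the enzyme signal by at least half of the control window in the single-dose screen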;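 also: plate controls were DMSO wells with enzyme plus substrate for no effect and substrate without enzyme for full effect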
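test system = LMPTP-A | amount = 0.625 nM LMPTP-A final | reagent = fluorogenic phosphatase substrate OMFP at 400 µM final | incubation = 50 min at room temperature | benchmarks = no-enzyme low control, uninhibited high control | medium = Bis-Tris pH 6.0, DTT, detergent | signal = fluorescence intensity of OMFP turnover product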
DNMT1 inh – inhibitors of human DNMT1. P26358. DNMT1 molecular beacon, Hinp1I cleavage, fluorescence. inhibition (reported as % activation of signal), % at 10 µM. 0.83% of 360,000 active. AID 588458; in the data active = inhibition above about 50%
Target sequence (P26358 504-1616 limits assumed): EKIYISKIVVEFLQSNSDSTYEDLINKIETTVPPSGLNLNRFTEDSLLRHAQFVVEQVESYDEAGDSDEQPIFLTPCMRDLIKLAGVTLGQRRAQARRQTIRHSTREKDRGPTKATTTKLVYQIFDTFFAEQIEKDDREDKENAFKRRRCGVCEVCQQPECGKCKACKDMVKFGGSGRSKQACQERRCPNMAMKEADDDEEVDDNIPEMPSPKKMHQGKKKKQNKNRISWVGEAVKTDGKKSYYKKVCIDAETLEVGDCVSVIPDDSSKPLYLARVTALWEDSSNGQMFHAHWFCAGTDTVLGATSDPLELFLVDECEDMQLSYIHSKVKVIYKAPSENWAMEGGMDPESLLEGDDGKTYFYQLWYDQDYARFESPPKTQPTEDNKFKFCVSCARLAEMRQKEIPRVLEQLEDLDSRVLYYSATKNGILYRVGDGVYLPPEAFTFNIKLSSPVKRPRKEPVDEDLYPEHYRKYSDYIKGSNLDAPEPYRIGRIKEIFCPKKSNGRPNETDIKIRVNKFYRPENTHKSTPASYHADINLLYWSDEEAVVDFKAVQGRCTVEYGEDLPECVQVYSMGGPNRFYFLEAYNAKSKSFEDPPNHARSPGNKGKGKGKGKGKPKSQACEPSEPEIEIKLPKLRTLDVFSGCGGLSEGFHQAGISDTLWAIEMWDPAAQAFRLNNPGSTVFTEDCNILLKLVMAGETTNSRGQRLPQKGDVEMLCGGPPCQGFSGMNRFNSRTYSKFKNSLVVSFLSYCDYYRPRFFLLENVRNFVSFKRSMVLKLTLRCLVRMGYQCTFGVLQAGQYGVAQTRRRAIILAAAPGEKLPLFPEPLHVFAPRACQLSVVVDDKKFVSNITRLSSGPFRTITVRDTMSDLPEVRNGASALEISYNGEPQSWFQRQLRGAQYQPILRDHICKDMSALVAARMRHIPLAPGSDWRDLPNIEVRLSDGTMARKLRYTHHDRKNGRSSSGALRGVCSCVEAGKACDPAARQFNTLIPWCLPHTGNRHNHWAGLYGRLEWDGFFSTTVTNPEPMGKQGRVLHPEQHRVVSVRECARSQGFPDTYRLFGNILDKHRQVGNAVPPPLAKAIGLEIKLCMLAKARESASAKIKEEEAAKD
CSN inh – blocks human CSN-mediated cullin deneddylation. inhibition, % at 12.5 µM. 0.38% of 360,000 active. Purified CSN, SCF-Nedd8-OG deneddylation, fluorescence polarization. AID 651999;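 active = pattern-corrected inhibition above about 35%, with an unprinted fluorescence ratio check between 0.5 and 1.5, limit read from the data, passing the limit was not always enough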;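 also: 0% = enzyme with substrate and 100% = substrate without enzyme; some results filed as inactive read as strong as hits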
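test system = HEK293T-derived human Csn5 enzyme | amount = 0.24 nM Csn5 enzyme, final concentration | medium = Tris/NaCl/DTT buffer, pH 7.5 | schedule = 90 min reaction at room temperature | signal = FP | evaluation = inhibition of Csn5 cleavage, % | compound dosing = single dose of 12.5 µM compound with 0.25% DMSO | probe or stimulus = 10 nM SCFSkp2-Nedd8OG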
NadD inh – inhibitors of Staphylococcus aureus NadD. purified NadD enzyme, colorimetric absorbance read-out. inhibition, % at 20 µM. 0.78% of 360,000 active. AID 602399; in the data active = inhibition above about 26%; also: some compounds past the cut are filed as inactive
SUMO1 PPI mod – alters human SUMO1 binding to SIM partners; 0.33% of 360,000 active; P63165; inhibition, % at 20 µM; SUMO1 binding to a labelled peptide, TR-FRET, 1 h; in the data active = inhibition above about 37%
Rpn11 inh – blocks the human proteasome subunit Rpn11. human 26S proteasome, Ub4-pepOG fluorescence polarization; 20S core pre-blocked with epoxomicin. O00487. 0.59% of 360,000 active. AID 588493. calls only at 20 µM;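 active = inhibition at 20 µM, scaled to each plate's controls, above about 33%, limit read from the data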
TbMetRS inhib – blocks T. brucei methionyl-tRNA synthetase activity; purified T. brucei MetRS, ATP depletion, Kinase-Glo luminescence; inhibition, % at 11.9 µM; 0.4% of 360,000 active; AID 624268;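 active = inhibition above a per-plate cutoff of the control wells' mean inhibition plus 3 SD, cut at about 5.5% in these data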;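 also: 0% = DMSO wells median and 100% = median of wells with control inhibitor compound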
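Material – parasite MetRS enzyme · Medium – HEPES-MgCl2-KCl buffer plus DTT, spermine, BSA, pyrophosphatase · Reagent – ATP, methionine and E. coli bulk tRNA substrates · Times – 15 min enzyme-compound preincubation, 2 h reaction, 10 min detection, 25 °C · Measured by – luminescence of leftover ATP · Evaluation – percent inhibition relative to median high and low control wells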
STEP block – STEP (human) phosphatase inhibition; P54829; 0.25% of 360,000 active; recombinant STEP, OMFP fluorogenic substrate, fluorescence; inhibition, % at 20 µM;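 active = inhibition at 20 µM, scaled per plate between control wells, above about 37%, limit read from the data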;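 also: 0% = DMSO with enzyme and substrate and 100% = substrate only without enzyme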
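System: STEP phosphatase, cell-free reaction; Buffer or medium: Bis-Tris pH 6.0 buffer with DTT, detergent; Incubation: 20 min at room temperature, dark; Measured by: fluorescence, 480/540 nm.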
Scp1 inh – Scp-1 (human) phosphatase inhibition; Recombinant Scp1, phosphopeptide, malachite green phosphate absorbance; inhibition, % at 20 µM; AID 493091; 0.88% of 340,000 active; Q9GZU7;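 active = inhibition above about 50% at 20 µM, limit read from the data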;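 also: plate controls were DMSO wells with enzyme for no effect and wells lacking enzyme for full effect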
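assay system = SCP-1 phosphatase catalytic domain, residues 76-261 | buffer or medium = 50 mM Tris acetate pH 5.5, 0.005% Tween-20, 10 mM MgCl2 | incubation = enzyme reaction 45 min at room temperature, colour 5 min, stabilisation 30 min | signal = Phosphate-binding colour reagent, absorbance read at 630 nm | measure = % inhibition at 20 µM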
Numbers without * were called inactive; i = inactive; / = no result given.

MLLE-PAM2 inh,LMPTP block,DNMT1 inh,CSN inh,NadD inh,SUMO1 PPI mod,SMILES,Rpn11 inh,TbMetRS inhib,STEP block,Scp1 inh
-8,-0.2,2,-5,-4,-3,Cc1ccc(C(=O)NCc2nc3ccccc3[nH]2)o1,i,0.7,-1,-4
8,-0.1,-8,1,3,-22,O=C(NC(Nc1ncc(S(=O)(=O)c2ccc([N+](=O)[O-])cc2)s1)(C(F)(F)F)C(F)(F)F)c1ccc(Cl)cc1,i,-0.4,0,-7
18,-1.0,0,2,-1,0,O=S(=O)(c1ccc(NC(=S)NCc2cccnc2)cc1)N1CCCCC1,i,-0.1,0,-23
10,-0.9,1,-4,-8,-1,Cc1ccc(C)c(CN2CCC(n3nccc3NC(=O)C3CCCC3)CC2)c1,i,-0.3,1,-13
/,-1.5,/,0,/,-2,COC(=O)C[C@@H]1OC[C@H](C)N1S(=O)(=O)c1ccc(C)cc1,/,-1.0,/,/
-7,-0.9,0,0,5,5,Cc1cc(OCC(=O)OCC(=O)NCC2CCCO2)ccc1Cl (stereo not drawn),i,-0.7,1,-5
7,4.3,-17,8,-2,-26,CCNC1=C(Cl)C(=O)c2ccccc2C1=O,i,-0.8,5,-7
-14,-0.8,-1,-3,3,-1,CCC1(CC(C)C)SC(N)=NC1=O (stereo not drawn),i,0.0,2,-10
0,4.8,-3,-3,6,3,Cn1cccc1C(=O)NC(=O)COC(=O)c1cc(S(=O)(=O)N2CCCCC2)ccc1Cl,i,-1.3,1,5
15,-0.2,0,3,-2,-8,O=C(Nc1sc2c(c1C(=O)O)CCCC2)c1ccc(Cl)cc1,i,0.1,2,0
3,1.6,2,-1,-9,-2,COc1cccc(-c2cc3onc(-c4ccccc4)c3c(=O)n2C)c1,i,-0.1,2,-11
-4,-3.6,2,0,1,2,COc1ccc(S(=O)(=O)N2CCCOC2CNC(=O)C(=O)NCCCN2CCOCC2)cc1C (stereo not drawn),i,-0.2,5,-2
4,1.5,-3,3,5,5,CCOc1ccc(NC(=S)Nc2ccc(F)cc2)cc1,i,0.1,7,-1
-27,-1.3,5,-6,-4,-4,Cc1ccc(S(=O)(=O)N/N=C/c2cc(Br)c(C)o2)cc1,i,-0.1,2,-3
5,-1.3,1,3,-4,-4,Cc1ccc(S(=O)(=O)N2c3ccccc3NC(=O)CC2C)cc1 (stereo not drawn),i,-1.0,0,3
-2,-2.8,0,-2,-6,2,CC(C)=CC(=O)N1CCC(Oc2cccc(C(=O)NCc3ccccn3)c2)CC1,i,-0.2,-3,/
3,-0.8,3,2,-2,1,CN(Cc1ccccc1)C(=O)CN1C(=O)c2ccccc2S1(=O)=O,i,-0.3,-4,-5
2,4.2,-2,6,3,1,N#Cc1ccc(C(c2nnnn2C2CCCC2)N2CCC(Cc3ccccc3)CC2)cc1 (stereo not drawn),i,0.5,1,0
-3,-1.7,2,-4,-1,3,Cc1nc2nc(C)c(CCC(=O)N3CCc4ccccc43)c(C)n2n1,i,-0.3,0,0
-4,-1.6,6,4,7,0,COc1ccc2[nH]c(=O)c(CN(C(C)=O)c3cccc(C)c3)cc2c1,i,0.6,-10,4
-6,-1.7,1,3,-3,4,COc1cccc(CNCCNC(=O)c2ccco2)c1OC,i,0.3,1,-7
-2,-0.4,2,1,15,4,COc1ccc([C@H]2C(C(=O)O)=C[C@@H](CC3CCCC3)N2S(=O)(=O)c2ccc(C)cc2)cc1OC,i,-0.2,-1,-5
0,-2.4,1,-2,-5,-1,CC1CN(c2ccc(Cl)cc2)c2nc3c(c(=O)[nH]c(=O)n3C)n2C1 (stereo not drawn),i,-1.2,-2,0
-4,2.9,-3,0,2,2,COc1cccc(NC(=O)c2ccnc(N3CCC(C(=O)NCc4cc(OC)ccc4OC)CC3)c2)c1,i,0.1,2,-5
4,0.5,3,-2,-4,4,CC(=O)c1ccc(NC(=O)CN(C)CC(=O)Nc2cccc(F)c2)cc1,i,-0.5,1,-7
1,-1.5,1,-1,0,-1,CCOC(=O)N1CCC(Nc2c(NCCN3CCN(Cc4ccccc4)CC3)c(=O)c2=O)CC1,i,-1.2,3,-8
7,0.8,6,-2,-5,0,COc1ccc(CSC2=CS(=O)(=O)c3ccccc3N2)cc1,i,-0.8,-2,0
-3,0.2,3,-3,-7,1,N#CCCCSc1nnc(CSc2nc3ccccc3s2)n1-c1ccccc1,i,-0.6,1,-2
10,0.0,-1,2,-5,4,CCOC(=O)c1ccc(NC(=O)CSCC(=O)OCC(=O)c2ccccc2)cc1,i,0.5,-2,-2
-4,-1.0,-2,3,-1,-1,Cc1ccc(C)c2[nH]c(=O)c(CN(CC3CCCO3)S(=O)(=O)c3ccc4c(c3)OCCO4)cc12 (stereo not drawn),i,0.0,-2,-6
0,0.4,8,3,-7,5,CC(OC(=O)CNC(=O)c1ccc(Cl)cc1)C(=O)NC1CCCCC1C (stereo not drawn),i,0.6,-5,-1
11,-9.8,0,-1,6,-9,CC1(CCc2ccccc2)NC(=O)N(CC(=O)N2CCCCCC2)C1=O (stereo not drawn),i,-0.3,-2,-4
-7,-0.3,1,2,-7,2,COCCCNC(=O)C1C2C=CC3(CN(Cc4ccc(C)cc4)C(=O)C13)O2 (stereo not drawn),i,-1.2,0,0
0,-1.4,-2,-1,2,-3,CC(=O)C1CCC2C3CC(C)C4=CC(=O)CCC4(C)C3C(=O)CC12C (stereo not drawn),i,-0.3,1,-3
-10,0.8,-1,1,8,0,CS(=O)(=O)Cc1ccc(C(=O)NCC2(N3CCCCC3)CCCCC2)cc1,i,-0.3,4,-1
1,2.0,0,-8,-5,-2,COCCn1c(-c2ccccc2)csc1=Nc1cccnc1,i,-1.2,2,-1
4,-0.4,-5,2,-3,-13,O=C(/C=C/NNC(=O)c1ccccc1)c1ccccc1,i,0.0,1,-4
-5,-1.3,2,2,-1,1,Cn1nnnc1CCOCCc1nnnn1C,i,-0.5,-2,-7
-5,0.3,22,-4,2,-1,O=C(NCc1ccccc1)c1ccc(C(=O)NCc2ccccc2)cc1,i,-0.5,1,-10
8,3.7,-2,-2,3,-3,O=C(c1csc2c1CCCC2)N1CCN(c2cccc(C(F)(F)F)c2)CC1,i,-0.3,1,-7
2,0.3,0,1,-2,-4,CC1CN(C(=O)COC(=O)c2ccc3ncsc3c2)CC(C)O1 (stereo not drawn),i,-0.2,-2,-2
-1,0.3,1,6,-5,1,CCCCn1c(=N)n(CC(=O)c2ccco2)c2ccccc21,i,0.6,4,-7
0,-0.4,-2,-4,0,4,CCC(=O)N1c2ccc(S(=O)(=O)CCC(=O)Nc3nccs3)cc2CC1C (stereo not drawn),i,-1.2,1,-4
1,0.4,1,1,-2,0,Cc1ccc(NC(=O)CSc2nc3c(cc2C#N)C(=O)CCC3)cc1S(=O)(=O)N(C)C,i,0.2,-2,-4
-9,1.2,2,5,-11,1,COc1cc(OC)cc(C(=O)NCCCCc2ccccc2)c1,i,-0.2,1,-13
8,3.6,-7,-2,4,4,Oc1ccc(Nc2nc(-c3ccccc3O)nc3ccccc23)cc1,i,-0.6,-5,-1
9,1.9,1,-3,0,-2,CCCCOC(=O)COc1ccc(Cl)cc1Cl,i,-0.6,0,-6
-1,6.4,1,1,8,1,O=C(C1c2ccccc2Oc2ccccc21)N1CCN(c2ccc(Cl)cc2)CC1,i,-0.3,5,-7
-24,-1.4,2,102,-7,6,CC(NC(=O)NNC(N)=S)(C(F)(F)F)C(F)(F)F,i,-0.3,-1,-4
-11,-2.4,2,-2,17,3,CCOc1ccc(OCC(=O)NCCS(=O)(=O)N2CCN(c3ccc(F)cc3)CC2)cc1,i,0.3,0,-3
3,1.8,-16,-2,23,5,C[C@H](CO)N1C[C@H](C)[C@H](CN(C)S(=O)(=O)c2cccs2)Oc2ccc(NC(=O)Nc3ccc4c(c3)OCO4)cc2CC1=O,i,0.5,6,-7
0,-0.9,2,-8,0,-4,O=C(NCCN1CCOCC1)c1cc(-c2ccccc2Cl)on1,i,0.9,4,-5
-46,2.4,3,-4,-1,-8,COc1cc(/C=N/Nc2nc3ccccc3[nH]2)ccc1O,i,7.9*,7,-8
-8,-0.2,1,2,3,5,C[C@@H]1C2CC(C/C2=N\NC(=O)c2ccncc2)C1(C)C (stereo partly drawn),i,0.2,-3,-7
1,-0.3,-1,2,4,0,COc1cc(C(=O)OCC(=O)NC2CCCCC2)cc2c1OCCO2,i,-0.3,-3,-3
-3,3.5,1,0,-4,3,COc1cccc(Oc2ccc(C(F)(F)F)cc2NC(=O)C2=COCCO2)c1,i,-0.3,1,-11
-9,-0.1,2,-2,-3,-2,CC1(C)CC2CC(C)(CN2CC(O)COc2ccccc2)C1 (stereo not drawn),i,-1.2,-3,2
-2,1.3,2,-5,17,-2,O=C(Nc1ccc2ccccc2c1)/C(=C/c1cccc(Br)c1)NC(=O)c1ccco1,i,-0.7,0,-7
-13,-0.9,1,1,-3,0,Cc1cc(=O)n2nc(N3CCCC(C(=O)NCCc4ccc(Cl)cc4)C3)sc2n1 (stereo not drawn),i,-0.3,-1,6
-6,0.5,16,-3,-5,-1,Cc1ccc(S(=O)(=O)N2CC3(C)CN(S(=O)(=O)c4ccc(C)cc4)CC(C)(C2)C3=O)cc1,i,-0.2,-2,-2

Sorted by count of non-hydrogen atoms (rising): four of the compounds above
MLLE-PAM2 inh,LMPTP block,DNMT1 inh,CSN inh,NadD inh,SUMO1 PPI mod,SMILES,Rpn11 inh,TbMetRS inhib,STEP block,Scp1 inh
-46,2.4,3,-4,-1,-8,COc1cc(/C=N/Nc2nc3ccccc3[nH]2)ccc1O,i,7.9*,7,-8
0,-0.9,2,-8,0,-4,O=C(NCCN1CCOCC1)c1cc(-c2ccccc2Cl)on1,i,0.9,4,-5
1,-0.3,-1,2,4,0,COc1cc(C(=O)OCC(=O)NC2CCCCC2)cc2c1OCCO2,i,-0.3,-3,-3
-3,3.5,1,0,-4,3,COc1cccc(Oc2ccc(C(F)(F)F)cc2NC(=O)C2=COCCO2)c1,i,-0.3,1,-11

Screening data from PubChem BioAssay.
